CASP6 VEID inh = inhibitors of human caspase-6; purified caspase-6, Z-VEID-R110 cleavage fluorescence; inhibition, % at 12.5 µM; 350,000 tested, 0.53% active;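 active means mean inhibition across replicates at least about 35%, with every replicate also reaching that limit, limit read from the data; inconclusive means only one of the two criteria met; inactive means neither criterion met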;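 further: 0% = median of neutral control wells and 100% = no fluorescence left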
Target sequence (P55212 24-179 limits assumed): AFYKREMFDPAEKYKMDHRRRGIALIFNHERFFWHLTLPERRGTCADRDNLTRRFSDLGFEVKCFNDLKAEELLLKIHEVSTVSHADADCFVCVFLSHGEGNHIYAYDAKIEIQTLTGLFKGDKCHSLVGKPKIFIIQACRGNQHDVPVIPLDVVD
Target sequence (P55212 194-293 limits assumed): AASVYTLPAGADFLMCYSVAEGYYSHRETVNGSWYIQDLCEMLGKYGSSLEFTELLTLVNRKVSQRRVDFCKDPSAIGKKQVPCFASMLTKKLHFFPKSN
ARNT TACC3 PPI = disrupts binding between human ARNT and TACC3; Q9Y6A5; AID 623870; AlphaScreen His-ARNT PAS-B/GST-TACC3 binding, luminescence; TACC3 fragment carries E629A point mutation; inhibition, % at 9.99 µM; 390,000 tested, 0.66% active;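 active means mean inhibition of replicates at least 50% and at least half of replicates each reaching 50%; inconclusive means half or more replicates reach 50% but mean below 50%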;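 further: 0% = complete ARNT plus TACC3 wells and 100% = ARNT alone without TACC3; many hits fall short of the cut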
LGR2 inh = Drosophila LGR2 receptor signaling inhibition. HEK293 LGR2, CRE-luciferase, bursicon-stimulated, 4 h. inhibition, % at 9.99 µM. 380,000 tested, 0.35% active;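 active means drop in luminescence signal, shown as inhibition above about 50% in the replicate tests, limit read from the data, passing the limit was not always enough; inconclusive means probably only some replicates passing the limit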;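 further: agonist challenge used bursicon conditioned medium at about half maximal strength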
PAX8 inh HTS = PAX8 transcriptional activity inhibition | RMG-I TPO-luciferase reporter, SteadyGlo, 24 h | AID 652154 | 360,000 tested, 1.2% active | inhibition, % at 12.6 µM;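 active means mean replicate inhibition at least 60% with every replicate also reaching 60%; inconclusive means only one of the two criteria is met; inactive means mean below 60% and not all replicates reaching 60%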;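 further: luciferase light reporting Pax8 driven TPO promoter activity; plate controls were median of neutral control wells for no effect and mitoxantrone controls for full effect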
DENV2 CPE = inhibitors of DENV2 cytopathic effect; DENV2-infected cells, cytopathic effect rescue, plate reader; CPE inhibition, % at 9.99 µM; 350,000 tested, 1.7% active; in the data active means CPE inhibition above about 20%, passing the limit was not always enough; inconclusive means no clear call, values can overlap the other calls; tested in BHK-21 cells;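 further: 0% = median of neutral control wells and 100% = median of positive control wells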
SIRT5 inh = inhibitors of human sirtuin-5 desuccinylase; inhibition, % at 15 µM; AID 652115; 330,000 tested, 1.1% active; Q9NXA8; Purified SirT5, succinyl-peptide AMC, trypsin-coupled fluorescence; in the data active means inhibition above about 15%; inconclusive means no clear call, values can overlap the other calls
Target sequence (Q9NXA8 whole entry, looked up): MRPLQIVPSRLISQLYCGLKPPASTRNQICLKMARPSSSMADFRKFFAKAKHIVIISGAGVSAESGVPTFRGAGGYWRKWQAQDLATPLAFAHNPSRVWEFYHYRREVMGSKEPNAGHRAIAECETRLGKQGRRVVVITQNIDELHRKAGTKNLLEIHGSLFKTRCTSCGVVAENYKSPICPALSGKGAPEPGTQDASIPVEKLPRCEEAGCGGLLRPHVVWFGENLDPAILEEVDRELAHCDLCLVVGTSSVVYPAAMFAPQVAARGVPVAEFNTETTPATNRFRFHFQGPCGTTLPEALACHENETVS
EWS-Fli inh = blocks EWS/Fli oncoprotein-driven transcription. inhibition, % at 12.6 µM. A673 NR0B1-luciferase reporter, viability-normalised. 350,000 tested, 0.67% active;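 active means mean inhibition of at least 50% after viability correction, with every replicate also passing that limit; inconclusive means mean reaches 50% but only one of two replicates passes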;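 further: firefly luciferase signal divided by Alamar Blue viability fluorescence both relative to DMSO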
* marks the source's active call; other numbers are inactive results; ? = inconclusive; . = not tested or not shown; & = joins results of further samples.

SMILES	CASP6 VEID inh	ARNT TACC3 PPI	LGR2 inh	PAX8 inh HTS	DENV2 CPE	SIRT5 inh	EWS-Fli inh
COc1ccc(C(=O)O)cc1NC(=S)NC(=O)Cc1ccc(Cl)cc1	-2	-6	-3	15	14	-28	18
COc1ccc(S(=O)(=O)N(C)C[C@H]2OCCCC[C@H](C)Oc3ccc(NC(=O)NC4CCCCC4)cc3C(=O)N([C@@H](C)CO)C[C@H]2C)cc1	4	12	4	-8	-11	0	2
CCOc1ccccc1N1CCN(C(=O)CNC(=O)c2ccc(OC)c(OC)c2)CC1	0	2	13	7	-6	-4	0
O=c1c2ccccc2c(-c2ccccc2)nn1Cc1ccccc1	.	-9	-26	-16	.	.	.
CO[C@@H]1CN(C)C(=O)c2ccc(NC(=O)Cc3ccccc3)cc2OC[C@@H](C)N(CC2CC2)C[C@H]1C	-1	.	7	-17	7	0	.
NC(=O)C1CCN(C(=O)c2ccc(NS(=O)(=O)c3ccc(Br)s3)cc2)CC1	13	5	-6	-19	-3	2	10
O=S(=O)(c1ccc(S(=O)(=O)N2CCCC2)cc1)N1CCCCCC1	-2	-5	8	.	-1	0	-6
O=C(CCn1c2c(c3ccccc31)CCCC2)NNC(=O)c1cccc([N+](=O)[O-])c1	.	-3	-4	2	.	.	.
C/C(=N/NS(=O)(=O)c1ccc(C)cc1)c1c(O)c2ccccc2oc1=O	3	-1	10	10	-6	28*	6
COc1ccc(NC(=O)Nc2ccc3c(c2)CC(=O)N([C@H](C)CO)C[C@H](C)[C@@H](CN(C)C(=O)Nc2ccc(C(F)(F)F)cc2)O3)cc1	.	11	-7	9	-19	.	-1
CN1CCN(C(=O)C[C@H]2CC[C@@H](NS(=O)(=O)c3cccc(F)c3)[C@H](CO)O2)CC1	-6	.	-8	-10	-4	-4	-3
COCCN(CC1CCCN(C2Cc3ccccc3C2)C1)C(=O)CCC(N)=O (stereo unspecified)	0	-10	2	17	15	-2	9
COc1ccc(-c2oc3c(c2C#CC2(O)CCCCC2)C(OC(C)=O)CCC3)cc1 (stereo unspecified)	-1	.	-20	-12	-3	0	-12
CN1CCc2c1nc1ccccc1c2NC(=O)CN1CCCC1	-4	-2	-6	13	1	-2	0
CC(C)NC(=O)N1C[C@H]2[C@@H](c3ccccc31)[C@@H](CO)N2C(=O)Nc1ccc(F)cc1	-1	-2	3	-1	19	-3	2
Cc1ccc(S(=O)(=O)NCCC(=O)NNC(=O)COc2ccccc2Cl)cc1C	4	-2	0	13	-6	-3	-3
COc1ccc(OC)c(S(=O)(=O)NCc2cn3ccsc3n2)c1	-1	-2	-4	10	-8	-1	3
Cc1noc(C)c1S(=O)(=O)Nc1cccc2c1O[C@H](CN(C)C(=O)Nc1ccccc1)[C@H](C)CN([C@@H](C)CO)C2=O	0	-3	-12	-22	3	3	0
COCc1cc(C)nc(NC2CC(C)(C)NC(C)(C)C2)c1C#N	-2	-2	-4	12	19	-14	8
O=C(NCCCN1CCOCC1)/C(=C/c1cccs1)NC(=O)c1ccccc1	-5	11	-10	3	5	3	2
COc1ccc(S(=O)(=O)Nc2ccc3c(c2)CC(=O)N([C@H](C)CO)C[C@@H](C)[C@H](CN(C)Cc2ccc(Oc4ccccc4)cc2)O3)cc1	.	-2	-10	-5	-1	13	16
CCC(=O)c1ccc(OCC(=O)OCC(=O)Nc2c(C)n(C)n(-c3ccccc3)c2=O)cc1	2	-27	3	4	-7	-4	-2
COc1ccc(SCC(=O)Nc2ccccc2Cl)cc1	-1	.	0	-3	11	0	4
Cc1ccc(CNC(=O)/C=C/c2ccc(S(=O)(=O)N3CCOCC3)cc2)cc1	0	-1	.	-1	.	-3	2
CC(C)(C)OC(=O)NCc1ccc(CNC(=O)c2nc[nH]c2C(=O)N2CCc3ccccc3C2)cc1	2	20	20	19	60*	.	1
NS(=O)(=O)c1cccc(C(=O)NC2CCSc3ccccc32)c1 (stereo unspecified)	3	0	8	-1	9	-1	6
Cc1ccc(NC(=O)CSc2nnc(C)c(=O)n2N)cc1	.	2	4	-1	-6	-5	7
O=C(N/N=C/c1cccc2cccnc12)[C@H]1C[C@@H]1c1ccccc1	2	73*	19	-3	0	-15	3
CCc1nnc(NC(=O)c2ccc(OCc3c(C)noc3C)c(OC)c2)s1	0	8	2	7	0	-1	7
CC(C)n1cc(C(N)=S)c(=O)n(Cc2ccccc2)c1=O	2	-1	-14	-12	4	4	0

Structural class, the entries above containing an aryl thioether with sulfur outside any ring (2)
SMILES	CASP6 VEID inh	ARNT TACC3 PPI	LGR2 inh	PAX8 inh HTS	DENV2 CPE	SIRT5 inh	EWS-Fli inh
COc1ccc(SCC(=O)Nc2ccccc2Cl)cc1	-1	.	0	-3	11	0	4
Cc1ccc(NC(=O)CSc2nnc(C)c(=O)n2N)cc1	.	2	4	-1	-6	-5	7

Next section:
SMILES	CASP6 VEID inh	ARNT TACC3 PPI	LGR2 inh	PAX8 inh HTS	DENV2 CPE	SIRT5 inh	EWS-Fli inh
Cc1cc(N2CCN(S(=O)(=O)c3ccccc3)CC2)nc2c(C)cccc12	-1	-1	0	-4	-15	-2	.
COC(=O)c1ccccc1NS(=O)(=O)c1ccc2[nH]c(=O)[nH]c2c1	.	-32	26	-10	.	.	.
COc1ccc(C2c3ccsc3CCN2C(=O)NC(C)(C)C)cc1 (stereo unspecified)	-2	0	11	-13	8	3	7
CN(CC(=O)Nc1c(Cl)cccc1Cl)C(=O)C1=COCCO1	0	-1	14	-12	-2	-5	1
Cc1cccnc1NC(=O)c1cccc(NC(=O)CC2SC(N3CCCCC3)=NC2=O)c1 (stereo unspecified)	5	2	14	-10	0	-1	-1
CCCNC(=O)C(Cc1ccc(OC)cc1)NC(=O)c1ccc(C#N)cc1 (stereo unspecified)	.	16	-2	-16	-17	.	3
C[C@H](CO)N1C[C@H](C)[C@H](CN(C)Cc2ccc(-c3ccccc3)cc2)Oc2ccc(NC(=O)Cc3cn(C)c4ccccc34)cc2C1=O	-2	.	9	.	5	11	9
CC(C)[C@H](NC(=O)N1CCn2c1nc1ccccc12)C(=O)N[C@@H](Cc1ccccc1)C(=O)O	-4	-4	0	.	?	.	-1
COc1ccc(NC(=O)CCc2nnc3ccc(N4CCC5(CC4)OCCO5)nn23)cc1	2	-5	-3	4	-4	2	-2
O=C(NC1Cc2ccccc2C1)[C@H]1[C@H](CO)[C@H]2Cn3c(cccc3=O)[C@H]2N1C(=O)c1ccccn1	-1	0	8	5	?	4	-3

Gathered by group, the compounds so far containing a tert-butyl group (2)
SMILES	CASP6 VEID inh	ARNT TACC3 PPI	LGR2 inh	PAX8 inh HTS	DENV2 CPE	SIRT5 inh	EWS-Fli inh
CC(C)(C)OC(=O)NCc1ccc(CNC(=O)c2nc[nH]c2C(=O)N2CCc3ccccc3C2)cc1	2	20	20	19	60*	.	1
COc1ccc(C2c3ccsc3CCN2C(=O)NC(C)(C)C)cc1 (stereo unspecified)	-2	0	11	-13	8	3	7

Nothing new here: entries from further up.
SMILES	CASP6 VEID inh	ARNT TACC3 PPI	LGR2 inh	PAX8 inh HTS	DENV2 CPE	SIRT5 inh	EWS-Fli inh
Cc1cc(N2CCN(S(=O)(=O)c3ccccc3)CC2)nc2c(C)cccc12	-1	-1	0	-4	-15	-2	.
COC(=O)c1ccccc1NS(=O)(=O)c1ccc2[nH]c(=O)[nH]c2c1	.	-32	26	-10	.	.	.

The list goes on:
SMILES	CASP6 VEID inh	ARNT TACC3 PPI	LGR2 inh	PAX8 inh HTS	DENV2 CPE	SIRT5 inh	EWS-Fli inh
COc1ccc(OC)c(S(=O)(=O)N2CCC3(CC2)CC(=O)c2ccccc2O3)c1	2	-1	-7	-3	-7	-8	1
CN(C)CC(=O)N[C@H]1C=C[C@H](CC(=O)O)O[C@H]1CO	2	.	9	.	6	-6	.
CC(C)NC(=O)Nc1cccc2c1O[C@@H](CN(C)S(=O)(=O)c1ccc(F)cc1)[C@H](C)CN([C@H](C)CO)C2=O	1	-13	-16	-3	-4	-13	3
CCOC(=O)c1ccccc1NC(=O)CSc1nnc(C)c(=O)[nH]1	5	6	0	-2	0	-4	-9
Cc1csc(=O)n1CC(=O)OCC(=O)Nc1ccc(Cl)cc1F	0	-2	-11	1	14	-3	2
O=C(N[C@H]1CC[C@@H](CCNS(=O)(=O)Cc2ccccc2)O[C@H]1CO)c1ccc2c(c1)OCO2	1	2	-8	17	-4	1	-2
Cc1cc(Oc2cccnc2)ccc1NC(=O)Cc1c(C)[nH]c2ccccc12	2	.	1	29	16	.	3
CC(C)NC(=O)CSc1nc2[nH]ncc2c(=O)[nH]1	-1	3	4	-5	-1	1	4
COc1ccc(O)c(-c2cc(-c3ccccc3[N+](=O)[O-])[nH]n2)c1	.	3	-42	-80	.	.	.
CCOc1ccc(S(=O)(=O)N2CCC(C(=O)NC3CC3)CC2)cc1Cl	-2	.	0	-7	-4	0	-1
CC(=O)c1ccc2c(c1)OCCOCCOCCOCCOCCO2	1	.	9	5	3	-6	4
O=C(CCn1cncn1)N1CCN(S(=O)(=O)c2ccc(Cl)cc2)CC1	-1	4	-8	3	-2	.	-4
COc1ccc(OC)c(S(=O)(=O)NCCCc2ccccc2)c1	-2	-3	20	-5	-2	.	6
CS(=O)(=O)N1CCN(c2nc3ccc(Cl)cc3s2)CC1	1	-9	-37	-94	4	-4	-82
C[C@H](NC(=O)[C@H]1N[C@H]2c3ccc(-c4ccc(C(=O)N(C)C)cc4)c(=O)n3C[C@H]2[C@@H]1CO)c1ccccc1	1	3	5	-4	-6	-56	0
Cc1cccc(C(=O)N2CCC(=O)N([C@H](COCc3ccc(Cl)cc3)Cc3ccccc3)CC2)c1	1	.	16	28	125*	6	17
C[C@@H]1CN([C@H](C)CO)C(=O)c2c(c3ccccc3n2C)-c2ccccc2CO[C@@H]1CN(C)S(=O)(=O)c1ccccc1F	-3	30	12	?	-3	-1	19
Cc1c(CCC(=O)NCC(=O)O)c(=O)oc2cc3occ(-c4ccccc4)c3cc12	-6	30	3	3	9	6	8
C[C@H](CO)N1C[C@H](C)[C@H](CN(C)S(=O)(=O)c2ccc3c(c2)OCCCO3)OCc2cnnn2CCCC1=O	-4&-1	-1	-21	-8&-7	?	-1&-1	-6&-12
Cc1cccc(N2C(=O)N3[C@H]4c5ccccc5OC[C@@H]4[C@@H](c4ccccc4)[C@@]3(C)C2=O)c1	-3	-5	6	5	-17	.	6

Source: PubChem
